Compound activity deposited in PubChem BioAssay by several laboratories.
JMJD2C inh – inhibitors of human GASC-1 (JMJD2C) demethylase | Q9H3R0 | GST-JMJD2C(1-420) H3K9me3 demethylation, DELFIA europium | inhibition, % at 2.35 µM | 330,000 tested, 0.069% active | AID 2099;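 active = more than half of a compound's replicate wells show inhibition beyond 50%, single wells judged on their own value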;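 also: signal counts dimethyl H3K9 product captured on neutravidin plate; 0% = median of DMSO wells and 100% = 0.3 times that DMSO median; strong numbers were not always called active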
Efflux pump mplx – blocks antifungal efflux pumps in multiplex yeast assay; S. cerevisiae Candida pump triplex, Nile Red efflux; inhibition, % at 10 µM; 330,000 tested, 0.44% active;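 active = plate passing quality check with inhibition over a set limit, or well fluorescence over plate mean plus 4 SD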;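 also: Nile Red retained in pooled yeast measured as flow cytometry median fluorescence; 0% = buffer negative control and 100% = Enniatin B positive control; higher means more Nile Red kept so more efflux inhibition; some compounds called inactive have numbers as strong as hits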
PP5 inh – blocks human protein phosphatase 5 activity. 320,000 tested, 0.18% active. P53041. purified PP5c, OMFP substrate fluorescence. inhibition, % at 6.7 µM. AID 1987;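 active = inhibition above the campaign's mean inhibition across all tested compounds plus 3 SD, cut at about 9.5% in these data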;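 also: 0% = DMSO only and 100% = 100 µM cantharidin control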
PP1 inh – counter-screen for PP5 inhibitors: inhibitors of human PP1-alpha; P62136; purified PP1alpha, OMFP fluorescence; inhibition, % at 6.7 µM; 320,000 tested, 0.9% active; AID 2235;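 active = inhibition above the mean inhibition of all tested compounds plus 3 SD, computed separately for each screening campaign, cut at about 15% in these data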
Target sequence (P62136 whole entry, looked up): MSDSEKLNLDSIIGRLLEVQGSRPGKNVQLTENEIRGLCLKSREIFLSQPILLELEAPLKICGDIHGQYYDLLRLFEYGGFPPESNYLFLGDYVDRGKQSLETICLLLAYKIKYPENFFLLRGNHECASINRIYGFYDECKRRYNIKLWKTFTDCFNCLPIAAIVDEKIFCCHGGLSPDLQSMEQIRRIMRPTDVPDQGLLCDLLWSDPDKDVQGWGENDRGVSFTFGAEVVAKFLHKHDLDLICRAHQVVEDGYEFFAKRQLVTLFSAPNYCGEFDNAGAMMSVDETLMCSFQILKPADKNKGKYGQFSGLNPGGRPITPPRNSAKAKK
core dimer inh – blocks dimerization of HCV core protein | TR-FRET GST/Flag-core106 dimerization, 1536-well | inhibition, % at 5 µM | 300,000 tested, 0.33% active | AID 1899;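 active = inhibition above the mean of all tested compounds plus 3 SD, set per screening campaign, cut at about 45% in these data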
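System: GST-tagged and Flag-tagged HCV core protein residues 1-106 / Input: core106 proteins, GST 13.5 nM and Flag 17 nM / Buffer or medium: KF-containing HEPES buffer, pH 7.45, DTT, CHAPS, BSA / Probe or stimulus: Eu-anti-GST and XL665-anti-Flag labelled anti-tag antibodies / Schedule: 4 h, 22.5 °C incubation / Technique: TR-FRET 671 and 617 nm emission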
TPT1 inh – C. albicans TPT1 enzyme inhibition; recombinant caTPT1, FP RNA substrate dephosphorylation; inhibition, % at 5 µM; 300,000 tested, 0.81% active; AID 1962;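 active = inhibition above the mean of all tested compounds plus 3 SD, set per screening campaign, cut at about 24% in these data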;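 also: plate controls were DMSO alone for no effect and ferristatin control at 100 nM for full effect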
CTSL1 counter – counter-screen for PFM18AAP inhibitors: inhibitors of F. hepatica cathepsin L1 | recombinant F. hepatica cathepsin L1, Z-Leu-Arg-MCA fluorescence | inhibition, % at 5.96 µM | 300,000 tested, 0.49% active;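 active = inhibition above the mean of all tested compounds plus 3 SD, set per screening campaign, cut at about 17% in these data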;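 also: 0% = plate median of test compound wells and 100% = 1 µM Z-Phe-Ala-diazomethylketone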
PREPL inh – human PREPL enzyme inhibition; Q4J6C6; recombinant PREPL, fluorescence polarization activity-based probe; inhibition, % at 5.96 µM; 320,000 tested, 0.68% active; AID 2751; in the data active = inhibition above about 43%;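 also: 0% = enzyme with DMSO and 100% = wells lacking enzyme; many of its hits are not listed in these tables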
LYPLA2 inh – counter-screen for PME1 inhibitors: inhibitors of human LYPLA2. inhibition, % at 5.9 µM. O95372. 320,000 tested, 0.38% active. recombinant LYPLA2, FP-Rh probe fluorescence polarization;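 active = inhibition above the screen-wide mean plus 3 SD, limit set per campaign, cut at about 26% in these data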;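 also: 0% = LYPLA2 with DMSO and 100% = wells lacking LYPLA2 enzyme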
Target sequence (O95372 whole entry, looked up): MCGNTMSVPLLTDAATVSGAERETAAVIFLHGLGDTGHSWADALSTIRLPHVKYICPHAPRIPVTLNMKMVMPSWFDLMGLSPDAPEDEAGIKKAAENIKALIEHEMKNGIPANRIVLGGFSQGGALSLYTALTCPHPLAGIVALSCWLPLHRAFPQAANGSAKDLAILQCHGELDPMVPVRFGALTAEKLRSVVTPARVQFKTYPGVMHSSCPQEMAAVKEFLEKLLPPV
The depositor's hits bear a star; & = joins results of further samples.

Start of the data: the first 13 compounds as a preview:
(1) O=C(Nc1ccc(Cl)cc1)C(Cl)C(=O)c1ccccc1 (stereo not given)
(2) O=C(COc1ccc(S(=O)(=O)NC2CCCCC2)cc1)NCC1CCCO1 (stereo not given)
(3) CC(=O)Nc1nc(N2C(=O)c3ccccc3C2=O)n(-c2ccccc2)n1
(4) O=C(NC1CCS(=O)(=O)C1)c1c(NC(=O)C2COc3ccccc3O2)sc2c1CCCC2 (stereo not given)
(5) CCn1c(=O)c2cc(C(=O)N(C)c3ccccc3F)sc2c2ccccc21
(6) Cc1cccc(OCCNC(=O)c2cncc(Br)c2)c1
(7) COCCCNc1oc(COc2ccc(Cl)cc2Cl)nc1C#N

assay / entry	1	2	3	4	5	6	7
PP5 inh	2.1	0.5	-0.2	1.2	0.6	2.5	3.7
PREPL inh	-3	5	-5	13	-8	1	10
TPT1 inh	-4	1	-9	-6	-1	-2	6
Efflux pump mplx	0.1	0.1	-0.1	-0.2	-0.1	0.2	0.1
PP1 inh	0	-1	-5	0	9	-3	0
JMJD2C inh	7	4	-2	-23&3	2	6	-4
LYPLA2 inh	-2	1	-6	-20	2	1	8
CTSL1 counter	-1	1	-6	1	6	0	2
core dimer inh	9	-2	-2	0	8	-7	1

(8) Cn1c(SCC(=O)N/N=C/c2cc([N+](=O)[O-])ccc2O)nnc1-c1ccccc1
(9) CNC(=O)CSc1nc2c([nH]c3ccccc32)c(=O)n1CCOC
(10) COc1cccc(NC(=S)N(CCc2c(C)[nH]c3ccc(C)cc23)Cc2cccs2)c1
(11) COc1ccc(OC(C)c2nnc(N)s2)cc1 (stereo not given)
(12) CC(C)C[C@H](NC(=O)N1CC(=O)Nc2ccccc21)C(=O)N[C@H](C(=O)O)c1ccccc1
(13) O=C(c1ccco1)N1CCN(c2ccc([N+](=O)[O-])cc2Cl)CC1

assay / entry	8	9	10	11	12	13
PP5 inh	-0.4	3.9	4.6	-0.6	2.3	0.3
PREPL inh	5	1	25	1	0	30
TPT1 inh	-1	-5	-1	1	0	-6
Efflux pump mplx	0.0	-0.1	-0.1	-0.3	0.1	-0.1
PP1 inh	-5	-2	-1	-6	2	0
JMJD2C inh	12	-1	4	-3	4	9
LYPLA2 inh	4	-2	6	0	9	-2
CTSL1 counter	3	0	-4	-4	0	1
core dimer inh	-5	7	5	4	0	2

The whole of this part, previewed entries included:
(1) O=C(Nc1ccc(Cl)cc1)C(Cl)C(=O)c1ccccc1 (stereo not given)
(2) O=C(COc1ccc(S(=O)(=O)NC2CCCCC2)cc1)NCC1CCCO1 (stereo not given)
(3) CC(=O)Nc1nc(N2C(=O)c3ccccc3C2=O)n(-c2ccccc2)n1
(4) O=C(NC1CCS(=O)(=O)C1)c1c(NC(=O)C2COc3ccccc3O2)sc2c1CCCC2 (stereo not given)
(5) CCn1c(=O)c2cc(C(=O)N(C)c3ccccc3F)sc2c2ccccc21

assay / entry	1	2	3	4	5
PP5 inh	2.1	0.5	-0.2	1.2	0.6
PREPL inh	-3	5	-5	13	-8
TPT1 inh	-4	1	-9	-6	-1
Efflux pump mplx	0.1	0.1	-0.1	-0.2	-0.1
PP1 inh	0	-1	-5	0	9
JMJD2C inh	7	4	-2	-23&3	2
LYPLA2 inh	-2	1	-6	-20	2
CTSL1 counter	-1	1	-6	1	6
core dimer inh	9	-2	-2	0	8

(6) Cc1cccc(OCCNC(=O)c2cncc(Br)c2)c1
(7) COCCCNc1oc(COc2ccc(Cl)cc2Cl)nc1C#N
(8) Cn1c(SCC(=O)N/N=C/c2cc([N+](=O)[O-])ccc2O)nnc1-c1ccccc1
(9) CNC(=O)CSc1nc2c([nH]c3ccccc32)c(=O)n1CCOC
(10) COc1cccc(NC(=S)N(CCc2c(C)[nH]c3ccc(C)cc23)Cc2cccs2)c1

assay / entry	6	7	8	9	10
PP5 inh	2.5	3.7	-0.4	3.9	4.6
PREPL inh	1	10	5	1	25
TPT1 inh	-2	6	-1	-5	-1
Efflux pump mplx	0.2	0.1	0.0	-0.1	-0.1
PP1 inh	-3	0	-5	-2	-1
JMJD2C inh	6	-4	12	-1	4
LYPLA2 inh	1	8	4	-2	6
CTSL1 counter	0	2	3	0	-4
core dimer inh	-7	1	-5	7	5

(11) COc1ccc(OC(C)c2nnc(N)s2)cc1 (stereo not given)
(12) CC(C)C[C@H](NC(=O)N1CC(=O)Nc2ccccc21)C(=O)N[C@H](C(=O)O)c1ccccc1
(13) O=C(c1ccco1)N1CCN(c2ccc([N+](=O)[O-])cc2Cl)CC1
(14) O=C(COC(=O)/C=C/c1ccco1)Nc1ccc(F)cc1Cl
(15) COc1ccc(CNC(=O)c2ccc(CS(=O)(=O)c3ccccc3C)o2)cc1

assay / entry	11	12	13	14	15
PP5 inh	-0.6	2.3	0.3	3.2	2.0
PREPL inh	1	0	30	-2	-10
TPT1 inh	1	0	-6	2	-2
Efflux pump mplx	-0.3	0.1	-0.1	0.4	0.0
PP1 inh	-6	2	0	6	2
JMJD2C inh	-3	4	9	10	-23
LYPLA2 inh	0	9	-2	-6	4
CTSL1 counter	-4	0	1	-11	-5
core dimer inh	4	0	2	7	-1

(16) CCN(CC(=O)Nc1cccc(OC)c1)C(=O)C1CCN(C(=O)Nc2ccccc2)CC1
(17) Cc1sc(NC(=O)c2ccc3ncsc3c2)c(C(N)=O)c1C
(18) CCOC(=O)N1CCN(C(=O)CCCn2nnnc2CN2CCC(C)CC2)CC1
(19) c1ccn2cc(CSC3=NCCS3)nc2c1
(20) CCOC(=O)c1sc(=NC(=O)c2cccc(OC)c2)n(C)c1C

assay / entry	16	17	18	19	20
PP5 inh	0.5	7.3	2.0	0.1	-0.3
PREPL inh	1	4	21	-3	-1
TPT1 inh	1	-1	-4	-1	64*
Efflux pump mplx	0.0	-0.1	0.0	-0.1	-0.1
PP1 inh	0	-3	-1	-5	-2
JMJD2C inh	0	5	-5	-1	0
LYPLA2 inh	6	0	4	-1	-2
CTSL1 counter	1	0	0	-6	1
core dimer inh	1	8	-13	-4	-44

(21) C=CCn1c(=N)n(CC(O)COc2ccccc2OC)c2ccccc21 (stereo not given)
(22) O=C(Nc1ccccc1Cl)NC1(C(=O)N2CCC(O)CC2)CCCCC1
(23) CC(=O)c1ccc(NC(=O)Nc2ccc3c(c2)nc(C)n3C)cc1
(24) COc1ccc(C2=NOC(c3nnc(-c4ccccc4)o3)C2)cc1 (stereo not given)
(25) O=C1CC(C(=O)Nc2ccccc2)C2(CCCC2)O1 (stereo not given)
(26) O=C(NCc1ccc2c(c1)OCO2)c1ccc(Br)cc1
(27) O=[N+]([O-])c1ccc(N2CCNCC2)cc1NCc1cccnc1
(28) CCOc1ncccc1C(=O)N1CCN(c2cc(Cl)ccc2C)CC1

assay / entry	21	22	23	24	25	26	27	28
PP5 inh	-1.9	-3.7	0.0	1.0	3.2	1.9	-0.5	-0.2
PREPL inh	-1	-2	3	0	-7	-13	10	19
TPT1 inh	1	-3	2	-1	2	1	-4	-2
Efflux pump mplx	0.1	-0.1	0.3	0.1	-0.1	0.7	-0.2	0.1
PP1 inh	1	-2	-1	3	1	-2	-1	-3
JMJD2C inh	2	0	16	-7	-4	-11	-22	17
LYPLA2 inh	-1	-5	-5	5	-6	7	-3	28*
CTSL1 counter	-1	5	1	-2	0	-2	3	1
core dimer inh	7	-18	1	9	-2	0	3	5

This is a subset, so the mix of outcomes need not match the whole.
